Source: PubChem (several laboratories)
ERa coact pot: enhancers of ERα–SRC-1 coactivator binding, primary screen, biochemical, TR-FRET, ERα LBD, low estradiol; Estrogen receptor (Homo sapiens), P03372; coactivator binding (% of control), % at 25.6 µM; TR-FRET ERalpha-LBD/SRC-Cy5 coactivator binding, 2 h; 100 = basal binding, no effect; 86,000 compounds, 1.3% hits; in the data active = activity above about 200%;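 also: binding measured in presence of low estradiol as agonist stimulus; 0% = peptide alone without receptor and 100% = receptor with peptide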
Target sequence (P03372 whole entry, looked up, the tested form may be a part): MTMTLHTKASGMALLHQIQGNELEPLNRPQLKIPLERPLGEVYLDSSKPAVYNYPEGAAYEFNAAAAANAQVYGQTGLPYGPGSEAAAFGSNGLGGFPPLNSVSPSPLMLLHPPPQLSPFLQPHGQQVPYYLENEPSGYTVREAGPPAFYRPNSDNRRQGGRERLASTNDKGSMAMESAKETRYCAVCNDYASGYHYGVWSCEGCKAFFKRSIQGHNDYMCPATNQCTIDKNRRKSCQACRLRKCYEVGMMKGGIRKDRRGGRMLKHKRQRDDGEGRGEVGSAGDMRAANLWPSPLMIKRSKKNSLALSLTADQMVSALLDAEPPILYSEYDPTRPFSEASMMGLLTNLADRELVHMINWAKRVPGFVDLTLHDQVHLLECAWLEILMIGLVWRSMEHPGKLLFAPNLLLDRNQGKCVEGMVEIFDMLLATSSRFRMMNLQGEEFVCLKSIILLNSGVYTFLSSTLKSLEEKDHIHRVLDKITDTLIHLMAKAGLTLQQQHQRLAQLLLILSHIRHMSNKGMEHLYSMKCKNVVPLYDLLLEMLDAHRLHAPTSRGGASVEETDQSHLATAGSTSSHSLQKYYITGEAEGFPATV
ERb SRC1 inh: inhibitors of ERβ-SRC1 coactivator interaction, primary screen, biochemical, TR-FRET, ERβ LBD, SRC-1 peptide. Estrogen receptor beta (Homo sapiens), Q92731. TR-FRET ER-beta LBD / SRC1-Cy5 peptide binding; receptor agonist-loaded with 1 µM estradiol. inhibition, % at 25.6 µM. 86,000 compounds, 1.3% hits. AID 633, 2007;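 active = compounds whose percent inhibition of the receptor-coactivator binding signal exceeds about 50% in the single-dose screen, limit read from the data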;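 also: 0% = receptor plus peptide wells without compound and 100% = peptide-only wells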
Smad3 FoxH1 inh: Smad3/FoxH1 peptide binding inhibitors, primary screen, biochemical, TR-FRET. inhibition, % at 25 µM. 88,000 compounds, 0.29% hits. Mothers against decapentaplegic homolog 3 (Homo sapiens), P84022. TR-FRET Smad3/Dy647-FoxH1 peptide binding, europium anti-His;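 active = compounds that reduce the energy-transfer binding signal between the protein and its labelled peptide by more than half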;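 also: 0% = Smad3 plus labelled peptide maximal FRET and 100% = peptide-only background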
Target sequence (P84022 whole entry, looked up): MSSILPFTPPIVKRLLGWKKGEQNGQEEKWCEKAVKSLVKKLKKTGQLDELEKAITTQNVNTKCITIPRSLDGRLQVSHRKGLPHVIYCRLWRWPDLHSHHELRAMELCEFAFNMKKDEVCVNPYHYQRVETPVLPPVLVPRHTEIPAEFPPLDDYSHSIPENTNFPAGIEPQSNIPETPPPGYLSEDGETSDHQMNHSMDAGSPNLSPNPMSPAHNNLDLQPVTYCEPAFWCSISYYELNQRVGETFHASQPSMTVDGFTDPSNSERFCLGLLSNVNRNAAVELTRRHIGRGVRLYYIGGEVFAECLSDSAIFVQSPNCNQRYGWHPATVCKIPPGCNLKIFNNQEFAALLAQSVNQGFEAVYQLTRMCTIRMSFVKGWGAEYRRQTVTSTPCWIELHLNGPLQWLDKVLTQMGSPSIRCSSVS
Mac1 fbg enh: enhancers of CD11b/CD18 adhesion to fibrinogen, primary screen, K562 cells, luminescence. Integrin beta-2 (Homo sapiens) + Integrin alpha-M (Homo sapiens), P05107+P11215. ATPlite luminescence. activation, % at 10 µM. 93,000 compounds, 0.07% hits;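 active = 10 µM primary screen giving 50% or more activity, confirmed by 40% or more on retest at that dose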; also: strong numbers were not always called active
Lung fibro prol: antiproliferative effect on LL 47 fibroblasts – human, LL 47 cells, CellTiter-Glo luminescence, primary screen | LL 47 human lung fibroblast viability, ATP luminescence; stronger effect = lower value | viability, % at 10 µM | 85,000 compounds, 1.1% hits | AID 719, 2007;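 active = viability at or below 50% in the single dose screen; inactive = viability above 50%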;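 also: compound exposure lasted 72 h before the ATP readout; 100% = median luminescence of untreated cell-only wells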
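Material: human lung fibroblast line LL 47, low passage; Evaluation: viability percentage against median untreated-cell control; Buffer or medium: 15% FBS in IMEM; Incubation: 72 h compound exposure at 37 °C after overnight plating; Dosing: 0.1% DMSO in all compound wells; Measured by: CellTiter-Glo luminescence.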
HUVEC inhibit: inhibitors of HUVEC proliferation, primary screen, cell-based, 384-well | viability, % at 10 µM (by protocol) | AID 648, 2007 | 86,000 compounds, 1.1% hits | CellTiter-Glo luminescence, 72 h; stronger effect = lower value;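 active = viability at or below 30%; inactive = viability above 30%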;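 also: 100% = median luminescence of DMSO-only cell control wells on each plate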
ERa coact inh: ERα–SRC-1 coactivator interaction inhibitors, primary screen, biochemical, TR-FRET, ERα LBD, estradiol-bound. TR-FRET ER-alpha LBD / SRC-1 peptide. 86,000 compounds, 1.7% hits. Estrogen receptor (Homo sapiens), P03372. inhibition, % at 25.6 µM; in the data active = inhibition above about 50%;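 also: 0% = receptor plus peptide control and 100% = peptide only without receptor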
H69AR growth 86K: proliferation blockers of H69AR lung cancer cells, primary screen, cell-based, human, 86K library; 85,000 compounds, 6% hits; AID 598, 2007; H69AR lung tumor viability, ATP luminescence, 72 h; stronger effect = lower value; viability, % at 10 µM;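 active = viability at or below 40%; inactive = viability above 40%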;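 also: multidrug resistant small cell line overexpressing MRP-1 efflux transporter; 100% = mean luminescence of untreated control wells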
MT1-MMP txn act: MT1-MMP promoter reporter activation – cell-based, luciferase luminescence, primary screen | HT1080 MT1-MMP promoter luciferase reporter, overnight; stronger effect = higher value | activation factor at 10 µM | 86,000 compounds, 0.16% hits;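 active = activation factor of at least 2 for MT1-MMP transcription at 10 µM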
The depositor's hits bear a star; · = not tested or not shown; [ ] = remark or other dose. Some of the compounds tested; the hit share may differ from the screen's.

entry	structure	ERa coact pot	ERb SRC1 inh	Smad3 FoxH1 inh	Mac1 fbg enh	Lung fibro prol
1	CCOC(=O)C1CCN(S(=O)(=O)c2c(C)n[nH]c2C)CC1	126	-6	7	1	102
2	COc1ccc(N2CCN(c3ccc(N)cc3C#N)CC2)cc1	127	1	2	4	95
3	O=C(Cn1c(=O)oc2cc(S(=O)(=O)N3CCc4ccccc43)ccc21)NC1CCCC1	104	-9[fluorescence artefact?]	2	-4	90
4	CC(Oc1ccccc1Cl)C(=O)N(Cc1ccco1)C1CCS(=O)(=O)C1 (centres undefined)	107	-9[fluorescence artefact?]	-12	3	102
5	COc1ccc(NC(=O)CN2CCC(NC(=O)C3CCCCC3)CC2)cc1	150	-6	-9	3	98
6	CCOc1ccccc1NC(=O)CSc1nnc2c(CC)c(C)nc(N)n12	119	0	4	4	95
7	CSc1cccc(NC(=O)CN(c2cc(C)ccc2C)S(C)(=O)=O)c1	87	4	-5	-3	105
8	Cc1cccc(-n2c(Cc3cc(=O)[nH]c(=O)[nH]3)nnc2SCC(=O)NCC2CCCO2)c1 (centres undefined)	99	-2	-2	0	94
9	Cc1ccc(NS(=O)(=O)c2ccc(C(=O)N3CCCN(C)CC3)cc2)cc1	114	1	8	·	93
10	CSc1nc(-c2ccccc2)nc(N)c1C(C)=O	123	9	-12	-2	87
11	COc1ccc(Oc2nc3c(c(=O)n(C)c(=O)n3C)n2Cc2cccc(OC)c2)cc1	61[fluorescence artefact?]	13[fluorescence artefact?]	10	0	66
12	COc1ccc(Br)cc1S(=O)(=O)N1CCCC1	114	-5	12	·	95
13	CC(=O)c1c(C)[nH]c(C(=O)OCC(=O)Nc2cc(C)on2)c1C	88	12	0	-3	94
14	Cn1c(=O)c(-c2ccccc2N)nc2ccccc21	92	5	3	9	92
15	O=C(c1ccccc1)N1CCN(c2ccc(Cl)cc2)CC1	101	-10	-2	1	100

entry	HUVEC inhibit	ERa coact inh	H69AR growth 86K	MT1-MMP txn act
1	97	3	101	1
2	94	-4	86	1.3
3	86	8	87	1.1
4	99	4[fluorescence artefact?]	100	1.2
5	97	-3	97	1.2
6	99	-6	77	1.1
7	78	10	78	1.2
8	93	-4	93	1.3
9	94	-2	107	1.2
10	85	-1	84	1.1
11	45	12[fluorescence artefact?]	52	1.1
12	97	8	105	1.2
13	115	3	94	1.1
14	86	-10	86	1.5
15	109	-3	102	1.1

(next part)
entry	structure	ERa coact pot	ERb SRC1 inh	Smad3 FoxH1 inh	Mac1 fbg enh	Lung fibro prol
16	CCOC(=O)C1=C(N)OC2=C(C(=O)CC(C)(C)C2)C1c1cccnc1 (centres undefined)	152	-3	-3	-5	106
17	CCS(=O)(=O)c1ccc2oc(Nc3ccccc3C)nc2c1	120	-2	6	-2	96
18	Cc1cccn2c(=O)c3cc(C#N)c(=N)n(Cc4cccnc4)c3nc12	94[fluorescence artefact?]	-5	-1	·	95
19	CCc1nc(SCc2ccc(F)cc2)[nH]c(=O)c1C#N	108[fluorescence artefact?]	-1	9	·	100
20	O=C(COC(=O)c1ccc2c(c1)OCO2)NCc1ccc(Cl)cc1	112[fluorescence artefact?]	8	3	2	·
21	Cc1cc(NC(=O)CCC(=O)N(Cc2ccco2)C2(C(=O)NC3CCCCC3)CCN(C)CC2)no1	121	-3	5	1	100
22	Cc1c(Cl)cccc1N(CC(=O)NC1CCCCC1)S(C)(=O)=O	86[fluorescence artefact?]	-1	7[fluorescence artefact?]	-1	102
23	CC(=O)n1nc(-c2ccco2)nc1N	134	-21	3	·	90
24	CCn1c2ccccc2c2nnc(SCC(=O)N3CC(C)OC(C)C3)nc21 (centres undefined)	112	-2	0	3	101
25	O=C(CNS(=O)(=O)c1cccs1)N1CCN(c2ccccn2)CC1	82	42	16	·	101
26	CCCCC(=O)NN(C)c1nc(-c2ccccc2)nnc1C(F)(F)F	94	-28	5	1	90
27	COC(=O)C1=[N+]([O-])OC(C(=O)OC)C1c1c[nH]c2ccccc12 (centres undefined)	108	-5[fluorescence artefact?]	1[fluorescence artefact?]	-4	92
28	CCN=C1SC(CC(=O)NC(C)C)C(=O)N1CC (centres undefined)	853*[fluorescence artefact?]	-26	-3	-1	108
29	O=c1ccc(S(=O)(=O)N2CCC(Cc3ccccc3)CC2)c[nH]1	106	1	11	-4	106
30	COC(=O)c1cccc(NC(=O)CSc2nnnn2C)c1	107	22	-18	-5	100

entry	HUVEC inhibit	ERa coact inh	H69AR growth 86K	MT1-MMP txn act
16	94	-138[fluorescence artefact?]	88	1.1
17	95	-9	77	1.4
18	79	-4[fluorescence artefact?]	59	1.3
19	91	-10	96	1.2
20	92	7[fluorescence artefact?]	97	1
21	85	-1	95	1.3
22	95	1[fluorescence artefact?]	99	1.2
23	87	-3	90	1.1
24	89	10	83	1
25	97	28	98	1.4
26	92	-2	87	1.2
27	94	-5[fluorescence artefact?]	93	1.2
28	102	3	90	1.2
29	102	4	94	1.1
30	102	2	98	1.3

An excerpt of these results, in markdown:
| no. | mol | ERa coact pot | ERb SRC1 inh | Smad3 FoxH1 inh | Mac1 fbg enh | Lung fibro prol | HUVEC inhibit | ERa coact inh | H69AR growth 86K | MT1-MMP txn act |
| --- | --- | --- | --- | --- | --- | --- | --- | --- | --- | --- |
| 30 | COC(=O)c1cccc(NC(=O)CSc2nnnn2C)c1 | 107 | 22 | -18 | -5 | 100 | 102 | 2 | 98 | 1.3 |
| 20 | O=C(COC(=O)c1ccc2c(c1)OCO2)NCc1ccc(Cl)cc1 | 112[fluorescence artefact?] | 8 | 3 | 2 | · | 92 | 7[fluorescence artefact?] | 97 | 1 |

Continuation:
entry	structure	ERa coact pot	ERb SRC1 inh	Smad3 FoxH1 inh	Mac1 fbg enh	Lung fibro prol
31	CN(Cc1cccs1)C(=O)COc1cccc(-n2cnnn2)c1	114	-27	1[fluorescence artefact?]	-4	100
32	O=C(NC1CCCCC1)C1CCN(c2nccs2)CC1	103	-19	9	-2	100
33	COc1ccc(/C=C/C2=NC(=C\N(C)C)/C(=O)O2)cc1	120[fluorescence artefact?]	27[fluorescence artefact?]	3	0	99
34	O=C(c1ccccc1)c1nnc(-c2ccncc2)o1	110	-5	9	-1	95
35	COc1ccc(CCNC(=O)CSc2nc(N)c3c(C)c(C)oc3n2)cc1OC	114	-16	-4	-3	90
36	CCOC(=O)c1sc2nc(CC(=O)OC)nc(N3CCN(c4ccccn4)CC3)c2c1C	130	-4	-1	-5	95
37	CCOC(=O)c1c(NC(=O)c2nn(CC)cc2Br)c(C#N)cn1-c1ccccc1	109	-8	0	4	96
38	COc1ccc2[nH]c(=O)c(CN(C(=O)c3ccncc3)C(C)(C)C)cc2c1	101	-8	11	-1	98
39	CCCC(=O)C1=C(O)C(C(=O)OC)C(C)(C)CC1=Nc1ccc(N)cc1 (centres undefined)	100	-1	-6	2	97
40	O=C(c1ccccc1)c1cccc(NC(=O)c2ccco2)c1	107[fluorescence artefact?]	-2	2	-2	90
41	COc1ccccc1Nc1nc(N)nc(CSc2nncn2C)n1	103	-23	2	-1	101
42	CCOC(=O)c1sc(NC(=O)CCN2CCOCC2)c(C(=O)OCC)c1C	112	13	-1	1	80
43	COc1ccc2nc(C)cc(N3CCOCC3)c2c1	109	-5	1	3	85
44	CS(=O)(=O)Nn1cnc2ccccc2c1=O	110	-2	12[fluorescence artefact?]	-5	101
45	O=C(CSc1nc2cc(Cl)ccc2s1)c1ccco1	73	8	-8	-1	94

entry	HUVEC inhibit	ERa coact inh	H69AR growth 86K	MT1-MMP txn act
31	95	-38	88	1.1
32	89	-45	89	1.2
33	100	-18[fluorescence artefact?]	90	1.7
34	101	-4	101	1.2
35	93	-22	77	0.9
36	69	2	94	1
37	83	-7[fluorescence artefact?]	72	1
38	83	-11	77	1.2
39	95	-5	81	1
40	100	0	68	1.4
41	100	0	104	1.2
42	84	11	46	1
43	89	1	80	1.2
44	106	-4	96	1
45	91	12	64	1.4

Overlap with the part before: 5 entries, then new ones.
entry	structure	ERa coact pot	ERb SRC1 inh	Smad3 FoxH1 inh	Mac1 fbg enh	Lung fibro prol
41	COc1ccccc1Nc1nc(N)nc(CSc2nncn2C)n1	103	-23	2	-1	101
42	CCOC(=O)c1sc(NC(=O)CCN2CCOCC2)c(C(=O)OCC)c1C	112	13	-1	1	80
43	COc1ccc2nc(C)cc(N3CCOCC3)c2c1	109	-5	1	3	85
44	CS(=O)(=O)Nn1cnc2ccccc2c1=O	110	-2	12[fluorescence artefact?]	-5	101
45	O=C(CSc1nc2cc(Cl)ccc2s1)c1ccco1	73	8	-8	-1	94
46	O=C(NCc1ccc(F)cc1)c1c(O)c2cccc3c2n(c1=O)CCC3	137[fluorescence artefact?]	5[fluorescence artefact?]	1	0	100
47	CC1CCCCN1S(=O)(=O)c1cccc2cccnc12 (centres undefined)	93	-6	-6	-2	97
48	COc1ccc2ccc(Oc3ncccn3)cc2c1	116	1	1	-2	100
49	Cc1cc(NC(=O)CCc2ccc(C)o2)no1	113[fluorescence artefact?]	-19[fluorescence artefact?]	9	-1	96
50	Cc1nnc(SCCn2c(N(C)Cc3ccccc3)nc3c2c(=O)[nH]c(=O)n3C)s1	91[fluorescence artefact?]	-2[fluorescence artefact?]	-5	-2	95
51	O=C(NCc1ccccc1F)C1CCCN(C(=O)NC2CCCCC2)C1 (centres undefined)	124	-3	-9	-2	91
52	Cc1cc(C)cc(N2CCCn3c2nc2c3c(=O)n(CC(=O)OCc3ccccc3)c(=O)n2C)c1	98	5[fluorescence artefact?]	-15	1	101
53	C=CCc1cccc2cc(C(=O)N(C)C)c(=O)oc12	92[fluorescence artefact?]	4	-5	9	103
54	Cc1ccc(C2Nc3ccccc3C(=O)N2Cc2ccco2)cc1 (centres undefined)	85	8	-1	·	88
55	C=CCSC1=C(C#N)C(c2cc(Br)c(O)c(OC)c2)CC(=O)N1 (centres undefined)	115	2	2	0	107
56	O=C(c1ccco1)N1CCN(S(=O)(=O)c2ccc3c(c2)OCCO3)CC1	106	0[fluorescence artefact?]	-5	-4	97

entry	HUVEC inhibit	ERa coact inh	H69AR growth 86K	MT1-MMP txn act
41	100	0	104	1.2
42	84	11	46	1
43	89	1	80	1.2
44	106	-4	96	1
45	91	12	64	1.4
46	77	12[fluorescence artefact?]	78	1
47	102	-4	95	1.1
48	115	0	97	1.4
49	88	-28	98	1
50	104	4	69	1.2
51	85	-3	92	1
52	72	5	75	1.1
53	99	4	89	1.1
54	84	0	30*	1.3
55	98	8[fluorescence artefact?]	83	1
56	101	2	92	1
